PglD inh: inhibitors of Campylobacter jejuni PglD acetyltransferase; purified PglD enzyme, DTNB colorimetric CoA detection; 360,000 tested, 0.098% active; inhibition, % at 12.5 µM; in the data active = inhibition above about 16%, passing the limit was not always enough; inconclusive = no clear call, values can overlap the other calls; note: strong numbers were not always called active
E-sel inducer: induces E-selectin expression in human endothelial cells; 260,000 tested, 0.37% active; P16581; AID 686992; activation, % at 7.58 µM; HUVEC E-selectin immunofluorescence imaging; normalized: neutral wells 0, TNF-alpha wells 100;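 active = mean E-selectin-positive cell signal at least 10% of the positive control, reached in at least 60% of replicates, without over 20% cell loss; inconclusive = no rule given, readout overlaps actives, possibly toxicity-flagged; inactive = the rest, including those meeting only one limit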;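 note: in these data hits start at about 27%; measured in HUVEC primary endothelial cells; signal is the percent of cells scored E-selectin positive by PE staining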
Target sequence (P16581 whole entry, looked up): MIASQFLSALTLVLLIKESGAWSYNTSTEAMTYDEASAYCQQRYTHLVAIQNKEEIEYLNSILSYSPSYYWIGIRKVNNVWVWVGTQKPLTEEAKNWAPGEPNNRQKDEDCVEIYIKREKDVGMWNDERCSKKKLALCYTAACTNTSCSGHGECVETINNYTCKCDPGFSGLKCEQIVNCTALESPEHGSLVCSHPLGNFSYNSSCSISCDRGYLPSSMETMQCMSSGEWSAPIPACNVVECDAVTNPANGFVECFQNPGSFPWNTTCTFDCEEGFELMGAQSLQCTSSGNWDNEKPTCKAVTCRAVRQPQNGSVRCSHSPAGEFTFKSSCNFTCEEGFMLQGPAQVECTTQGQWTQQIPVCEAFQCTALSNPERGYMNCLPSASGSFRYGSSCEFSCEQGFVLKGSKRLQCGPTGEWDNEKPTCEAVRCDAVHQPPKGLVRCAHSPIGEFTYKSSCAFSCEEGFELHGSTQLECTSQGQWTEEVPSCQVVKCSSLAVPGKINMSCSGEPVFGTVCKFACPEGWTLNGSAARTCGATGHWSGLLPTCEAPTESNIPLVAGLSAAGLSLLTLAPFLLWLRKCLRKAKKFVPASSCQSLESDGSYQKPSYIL
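material = human umbilical vein endothelial cells (HUVEC), E-selectin induction | quantity = 3,000 cells/well | medium = EGM-2 growth medium on 0.1% gelatin-coated wells | technique = immunofluorescence imaging | read-out basis = % PE-positive cells | control set = TNF-alpha positive control, DMSO neutral control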
An asterisk follows results filed as active; u = inconclusive. The list is partial (hit frequency here may not be typical).

smiles | PglD inh | E-sel inducer
C/C(CC(=O)NC12CC3CC(CC(C3)C1)C2)=N\NC(=O)Cc1cccs1 | 2 | -0.1
O=C(NNC(=O)C1CC1c1ccccc1)c1cccc([N+](=O)[O-])c1 (stereo unspecified) | 0 | 0.1
COC(=O)c1c(NC(=O)CN(c2ccccc2)S(C)(=O)=O)sc2c1CCCC2 | -7 | 0.1
Cc1ccc(Nc2nc(N)c([N+](=O)[O-])c(N3CCC(C)CC3)n2)cc1C | -1 | -0.8
O=C(Cc1csc(-c2ccccc2)n1)NCc1ccc(F)cc1 | 5 | -0.3
COc1ccc(-c2nnc(-c3ccc(N)cc3)o2)cc1 | 1 | 1.3
C=CCN(C(=O)CNC(=O)c1ccco1)C(C(=O)NC1CCCCC1)c1ccc(F)cc1 (stereo unspecified) | -1 | -1.8
C=CCN(CC=C)C(=S)NCCc1ccc(OC)c(OC)c1 | -6 | 1.5
Cc1ccc(N2C(=O)C3C4C=CC(CNC(=S)Nc5ccc(F)cc5)(O4)C3C2=O)cc1 (stereo unspecified) | -5 | 1.9
Cc1cccc(NC(=S)NCC(c2cccnc2)N(C)C)c1C (stereo unspecified) | 6 | -0.2
O=C(CSc1nc(-c2ccc(F)cc2)cc(C(F)(F)F)n1)NCc1ccco1 | -1 | 0.3
CC(C)COC(=O)/C(C#N)=C/c1cn(Cc2ccccc2)c2ccccc12 | 0 | 0.2
CN1CCN(Cc2cc(Cl)c3cccnc3c2OC(=O)c2cccs2)CC1 | 2 | 0.6
C/C(CC(=O)Nc1ccc(OCc2ccccc2)cc1)=N\NC(=O)C(=O)Nc1cccc(C)c1 | -1 | 0.3
CCn1c(NCc2ccc3c(c2)OCO3)nc2ccccc21 | 1 | -0.6
CCOC(=O)c1c(C)[nH]c(=S)c(C#N)c1-c1ccccc1 | -1 | 1.2
Cc1c(C(=O)c2cccc([N+](=O)[O-])c2)c2ccccn2c1CCC#N | 0 | 0.9
BrC(=C\c1ccccc1)/C=N/Nc1nc2ccccc2[nH]1 | -2 | -0.7
COc1ccc(CCN(C)C(=O)c2ccc(S(=O)(=O)NCc3ccco3)cc2)cc1OC | -2 | 0.4
COc1cc(C(=O)Nc2nnc(CC(C)(C)C)s2)c([N+](=O)[O-])cc1OC | -6 | -0.2
Cc1ccc(Cl)cc1N1CCN(C(=O)CCS(=O)(=O)c2cccc3nonc23)CC1 | 2 | -0.1
O=C1/C(=C/Nc2cccc([N+](=O)[O-])c2)CCc2ccccc21 | -6 | 4.2
O=C(c1ccccc1)c1cc([N+](=O)[O-])ccc1N1CCOCC1 | -10 | 16
CCc1ccc(/C=C2\SC(=S)N(CCCC(=O)Nc3nccs3)C2=O)cc1 | 4 | -1.4
COC(=O)c1c(NC(=O)CN2CCC3(O)CCCCC3C2c2ccc(F)cc2)sc(C)c1C (stereo unspecified) | -9 | 0.1
O=C(O)c1ccc(/C=N/N2CCN(Cc3ccccc3)CC2)cc1 | 7 | -0.8
COC(=O)C[C@H]1c2cc(C(F)(F)F)ccc2S(=O)(=O)N1c1ccc(N(C)C)cc1 | -3 | 0.2
CCOc1cccc(OCCOCCN(C)C)c1 | 6 | -0.1
Cc1cc(C)c2nc(/N=C(\N)NC(=O)Nc3ccccc3)nc(C)c2c1 | 2 | -2.5
Cc1ccc(N/C(N)=N/c2nc(C)cc(C)n2)cc1 | 0 | 0.1
Cc1ccc(OCC(=O)N/N=C\c2ccc(-c3cccc(C(=O)O)c3)o2)c(C)c1 | 1 | 0.4
COCCNC(=S)Nc1ccc2nsnc2c1 | -5 | -0.7
COc1ccc(Cc2nnc(NC(=O)C3CCCO3)s2)cc1OC (stereo unspecified) | 1 | 0.1
CC12CCC(C(=O)Nc3ccccc3Cl)(C(Br)C1=O)C2(C)C (stereo unspecified) | -1 | -0.4
O=C(O)c1sccc1Oc1ccc(F)cc1[N+](=O)[O-] | -1 | -1.8
C=CCN(CC=C)C(=S)NC(=O)/C=C/c1ccc(C)cc1 | 7 | -0.3
Cc1cccc(OCCn2c(-c3ccco3)nc3ccccc32)c1 | 0 | -1.3
Cc1cc(C)nc(SCc2nc(N)nc(-c3ccccc3O)n2)n1 | 2 | 0.8
Cc1cccc(/C=N/NC(=O)Cn2nccc2C)n1 | 0 | -0.1
COC(=O)C1=CN(c2ccc(OC)cc2)C=C(C(=O)OC)C1c1ccc(C)c([N+](=O)[O-])c1 | -16 | -0.2

Four entries from above, with each value named:
Cc1cccc(OCCn2c(-c3ccco3)nc3ccccc32)c1
  PglD inh: 0 | E-sel inducer: -1.3

Cc1cc(C)nc(SCc2nc(N)nc(-c3ccccc3O)n2)n1
  PglD inh: 2 | E-sel inducer: 0.8

Cc1cccc(/C=N/NC(=O)Cn2nccc2C)n1
  PglD inh: 0 | E-sel inducer: -0.1

COC(=O)C1=CN(c2ccc(OC)cc2)C=C(C(=O)OC)C1c1ccc(C)c([N+](=O)[O-])c1
  PglD inh: -16 | E-sel inducer: -0.2

(more compounds)
smiles | PglD inh | E-sel inducer
OC[C@H]1[C@H](c2ccc(C#CC3(O)CCCC3)cc2)[C@H]2CN(Cc3cccnc3)CCCCN21 | 1 | 1.0
Cc1[nH]n(-c2ccc([N+](=O)[O-])cc2)c(=O)c1C=NCCc1c[nH]c2ccccc12 | 0 | -0.2
O=C(COC(=O)c1ccccc1Nc1ccccc1)NCc1ccccc1Cl | -4 | -0.7
Cc1ccc(S(=O)(=O)N(C)C)cc1NC(=O)CCNC(=O)c1ccccc1Cl | 1 | -0.1
Cc1ccc(NC(=S)NCCc2ccc(S(N)(=O)=O)cc2)cc1C | 1 | 0.3
Oc1ccc2ccccc2c1/C=N/n1cnnc1 | 3 | 1.3
CCOC(=O)c1sc(N)c(C#N)c1COC(=O)CNC(=O)c1cc(OC)c(OC)c(OC)c1 | 1 | -2.4
C/C(N)=C(/C#N)C(=O)CSc1cc(Cl)ccc1Cl | -1 | 1.7
O=C(CNS(=O)(=O)c1c(Cl)cccc1Cl)OCC(=O)N1CCN(c2ccccc2)CC1 | 2 | 0.1
CCc1ccc(-c2cc(C(=O)NN3CCN(C)CC3)c3ccccc3n2)cc1 | -1 | -0.1
CN(C)c1ccc(CN2CCCCCC2)cc1 | 7 | -2.6
Cc1ccc(NC(=O)c2cc(C)n(-c3cccc(C)c3)c2C)cc1 | 1 | -0.7
C[C@@H]1CCCCO[C@H](CN(C)C(=O)Nc2ccc3c(c2)OCO3)[C@H](C)CN([C@@H](C)CO)C(=O)c2cc(NC(=O)NC3CCCCC3)ccc2O1 | 7 | -0.3
CCc1cccc(CC)c1NC(=O)c1cccc(NC(=O)c2ccccc2)c1 | -1 | 0.2
COc1ccc(N/C=C/C(=O)C(F)(F)F)cc1 | -5 | -0.3
CN1CCN(Cc2cc(=O)oc3cc4c(cc23)CCC4)CC1 | -3 | 0.3
CCOC(=O)CNC(=O)CSc1nnc(-c2ccc(OC)cc2)n1CC | -4 | -1.8
O=C(Nc1cccc(S(=O)(=O)N2CCOCC2)c1)c1cn(-c2ccccc2)nc1-c1ccc(F)cc1 | 2 | 0.1
C/C(=C\C(=O)c1ccccc1)Nc1ccc(N2CCOCC2)cc1 | -1 | -0.7
COCCn1c(SCC(=O)c2c(-c3ccccc3)n(C)c3ccccc23)nnc1-c1ccncc1 | 0 | 0.0

A different layout for two compounds above.
C[C@@H]1CCCCO[C@H](CN(C)C(=O)Nc2ccc3c(c2)OCO3)[C@H](C)CN([C@@H](C)CO)C(=O)c2cc(NC(=O)NC3CCCCC3)ccc2O1
  PglD inh: 7 | E-sel inducer: -0.3
CCc1cccc(CC)c1NC(=O)c1cccc(NC(=O)c2ccccc2)c1
  PglD inh: -1 | E-sel inducer: 0.2

Remaining list, next part.
Each structure is followed by: PglD inh	E-sel inducer
CCC(=O)/C=C1\Sc2ccc(OC)cc2N1CC
→ -3	-2.2
CNc1ccc(Br)cc(C(=O)/C=C/c2ccc(OC)cc2OC)c1=O
→ 8	-0.5
COc1ccc(C(=O)OC/C(O)=C(\C#N)c2nc3ccccc3[nH]2)cc1S(=O)(=O)N1CCOCC1
→ 8	0.1
O=C(NC1CCCCC1)C(c1ccccc1)N1CCC2(CC1)OCCO2 (stereo unspecified)
→ 1	-1.2
Clc1cccc(N/N=C/c2ccncc2)c1
→ -1	0.5
COc1ccc(-c2csc(/C(C#N)=C\c3ccc(OC)c([N+](=O)[O-])c3)n2)cc1
→ -3	0.0
Cc1ccc(S(=O)(=O)/C(C#N)=C/c2ccccc2OCc2ccccc2)cc1
→ 1	0.4
CNCc1ccccc1Sc1cccc(O)c1
→ -2	5.1
O=S(=O)(N/N=C/c1ccc(OC2CSC2)cc1)c1ccccc1
→ 3	0.4
O=C(/C=C\c1ccc2c(c1)OCO2)NC1(C(=O)Nc2ccc3c(c2)OCO3)CCCCC1
→ -6	-0.3
OC[C@H]1[C@@H](c2ccc(-c3ccccc3)cc2)[C@H]2CN(CCC(F)(F)F)CCCCN21
→ -2	-0.3
O=C(Nc1nccs1)c1cc(-c2ccccc2)nn1-c1ccccc1
→ -1	0.8
Cc1nnc(SCC(=O)N2c3ccccc3C(C)(c3ccc(Cl)cc3)CC2(C)C)s1 (stereo unspecified)
→ -2	-0.9
CCOc1ccccc1NC(=S)N(CCCN1CCOCC1)Cc1cn(C)c2ccccc12
→ 3	6.6
Cc1cccc(-c2nc(Nc3ccc(N4CCOCC4)cc3)c3ccccc3n2)c1
→ -1	0.7
CCCc1nc2ccccc2c(C(=O)OCC(=O)Nc2c(C)n(C)n(-c3ccccc3)c2=O)c1CC
→ -2	0.0
CC1=C(C(=O)OC(C)C)C(c2cccs2)NC(=S)N1 (stereo unspecified)
→ -2	0.0
Cc1ccccc1-n1cc(C(=O)c2cc(Cl)ccc2O)cc(C#N)c1=O
→ -10	-0.3
O=C1CN(C(=O)COc2ccccc2F)c2ccccc2N1
→ -3	-0.4
CCN(CC)CCCN1C(=O)C(O)=C(C(=O)c2ccc(C)o2)C1c1ccc(C)o1 (stereo unspecified)
→ 0	0.1
Cc1cc(=O)n2[nH]c(-c3ccc(F)cc3)nc2n1
→ 1	4.6
CCC1=NNC(=O)C(CC(=O)Nc2ccccc2)c2cc(OC)c(OC)cc21 (stereo unspecified)
→ 9	0.0
CCC(=O)N1N=C(c2ccc(C)o2)CC1c1ccc(Br)cc1 (stereo unspecified)
→ 7	1.7
CC1(C)Cc2c(c(-c3ccco3)[nH]c(=O)c2C#N)CS1
→ 1	-1.6
COc1ccc(Cc2nnc(NC(=O)c3cccc([N+](=O)[O-])c3)s2)cc1
→ 4	0.0
O=[N+]([O-])c1ccc(O)c(NC(=S)Nc2ccccc2)c1
→ 1	-0.7
CCN(CC)S(=O)(=O)c1ccc(/C=C/C(=O)Nc2ccc(F)c(F)c2F)cc1
→ 2	-0.1
COCC#Cc1ccc([C@@H]2[C@H](CO)N3CCCCN(C(=O)COC)C[C@@H]23)cc1
→ 3	0.1
O=C(CCCN1C(=O)/C(=C/c2ccccc2Cl)SC1=S)Nc1ccccn1
→ 5	4.7
CCOC(=O)N1CCN(C(=S)Nc2cccc(C)c2C)CC1
→ 0	-0.2
O=C1NC(c2ccccc2)CCC1(Cl)Cl (stereo unspecified)
→ 8	-1.1
COc1ccc(-c2cc(-c3cccs3)c(C#N)c(SCC(=O)NCc3ccccc3OC)n2)cc1
→ 2	-1.2
Cc1cc(Cl)ccc1OCCCC(=O)NCc1ccncc1
→ -4	1.1
O=C(CNC(=S)N(CCCN1CCOCC1)Cc1cccs1)NC1CC1
→ 5	1.6
C[C@H](O)C#Cc1ccc([C@@H]2[C@@H](CO)N3CCCCN(CC4CCOCC4)C[C@H]23)cc1
→ -1	0.7
Cc1ccc(C2=NOC(C)(c3nnc(-c4ccccc4)o3)C2)cc1 (stereo unspecified)
→ 1	0.3
CCOC(=O)N1CCN(C(=O)C(=O)NNC(=O)COc2ccc(Cl)c(C)c2)CC1
→ 2	2.0
Nc1nc(NCc2ccco2)nc(N2CCCCC2)c1[N+](=O)[O-]
→ -4	0.1
COc1cc([N+](=O)[O-])ccc1NC(=O)C[n+]1ccccc1
→ 3	0.1
Cc1cc(SCC(=O)NN=C2CCN(C(C)C)CC2)c(C)cc1Br
→ 8	0.0
COc1ccc(/C=N/NC(=O)Cn2cnc3ccccc3c2=O)cc1OC
→ -5	-0.9
CC(/C=N/NC(=O)Cn1nccc1C)=C\c1ccc(C(C)C)cc1
→ -4	1.2
O=C(N/N=C/c1cccs1)c1cnccn1
→ -6	3.0
Cc1cccc2nc(Cn3c(=O)n(CCCC(=O)NCc4ccco4)c(=O)c4ccccc43)cc(=O)n12
→ -1	u
COc1cccc(NC(=O)COC(=O)c2ccc(F)cc2F)c1
→ -5	0.4
O=C(Nc1ccc(F)cc1)c1cccnc1NCCc1ccccc1
→ 1	2.5
CCOc1cc(/C=N\NC(=O)Cn2nc([N+](=O)[O-])cc2C)ccc1OCc1cccc2ccccc12
→ -2	-1.0
CN(C)c1nc(N2CCN(c3ccc(F)cc3)CC2)c(C#N)c(=O)o1
→ -4	0.7
Cc1ccc(-c2[nH]nc3c2C(C)C(C#N)=C(N)O3)cc1 (stereo unspecified)
→ 6	1.3
Cc1[nH]c2c(Cl)cccc2c1CCNC(=O)C1CCCCC1C(=O)OCC(F)(F)F (stereo unspecified)
→ 6	-0.1

2 records picked at random from those above:
Each structure is followed by: PglD inh	E-sel inducer
Cc1ccc(-c2[nH]nc3c2C(C)C(C#N)=C(N)O3)cc1 (stereo unspecified)
→ 6	1.3
O=C(Nc1ccc(F)cc1)c1cccnc1NCCc1ccccc1
→ 1	2.5

Assay outcomes as filed in PubChem.
